GLS inh – glutaminase GLS (human) inhibition; AID 624170; Potency, µM (series often up to 45.5 µM), for the others: at the highest dose activity change, negative = inhibition, most hits filed as inhibitors; GLS enzymatic activity, qHTS titration; O94925; actives 0.21% (n = 410,000); note: potency is the fitted concentration of half-maximal effect; % is set by controls: 0 for no effect and ±100 for the full control effect
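hKGA; 45 mM KH2PO4 pH 8.2 + 0.02% Tween-20; cpd via pin tool; 1 mM Gln soln; GluOx/HRP/Amplex Red; RT 30 min; fluor. t0 & final.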
TrxR1 substrate – is turned over as a substrate by rat TrxR1; purified TrxR1 substrate turnover, NADPH consumption readout; Potency, µM (top dose mostly 114 µM), inactives show at the top dose activity change, negative = substrate turnover; actives 0.01% (n = 390,000); AID 588456; note: potency is the fitted concentration of half-maximal effect; % is set by controls: 0 for no effect and ±100 for the full control effect; nearly all actives have a fitted effect of over 50% in size
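Rat TrxR1, dispensed at 90 nM, was prereduced with 400 uM NADPH (final) for 5 min at ~22 deg C, then incubated with compound 15 min before 400 uM selenite. A first-read NADPH fluorescence drop versus no-compound background flagged substrates.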
USP1-UAF1 inh – USP1/UAF1 (human) deubiquitinase inhibition | O94782 | recombinant USP1/UAF1, Ub-Rhodamine cleavage fluorescence | Potency, µM (series often up to 57.1 µM), inactives show at the top dose activity change, negative = inhibition, most hits filed as inhibitors | actives 0.23% (n = 390,000) | AID 743255; note: potency is the fitted concentration of half-maximal effect; % is set by controls: 0 for no effect and ±100 for the full control effect; nearly all actives have a fitted effect of over 60% in size; inactives centre near -12
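USP1/UAF1 complex (1 nM) preincubated 15 min at room temperature with compound, then Ub-Rho substrate (150 nM final) added. Kinetic fluorescence at 480/540 nm over 6 reads at 60 s intervals; 50 mM HEPES pH 7.8, 0.5 mM EDTA, 0.1 mg/ml BSA, 1 mM TCEP, 0.01% Tween-20.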
rTrxR1 inhibitor – blocks rat thioredoxin reductase 1; Potency, µM (highest dose often 114 µM), for inactives: at the top dose activity change, negative = inhibition, usual class: inhibitors; AID 588453; recombinant rTrxR1, NADPH fluorescence consumption, selenite substrate; O89049; actives 1% (n = 390,000); note: potency is the fitted concentration of half-maximal effect; % is set by controls: 0 for no effect and ±100 for the full control effect; nearly all actives have a fitted effect of over 65% in size
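Rat TrxR1 (90 nM in the dispensed reagent) was pre-reduced with 400 uM NADPH for 5 min at room temperature, then incubated with compound for 15 min. After 400 uM selenite was added, NADPH fluorescence (Ex 340/Em 450 nm) was followed for 8 min.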
PI4K2A block – PI4K2A (human) kinase inhibition; Q9BTU6; purified PI4K2A, ADP-Glo luminescence, 1 h; hits give low values; activity change, negative = inhibition, % at 76.9 µM; actives 0.13% (n = 420,000); in the data active = activity change below about -50%; inconclusive = mostly about -30% to -49%;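 note: -100% = wells without enzyme as full effect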
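In this quantitative HTS, ADP production by PI4K2A was quantified luminescently after 1 h at ambient temperature; 100 microM adenosine served as plate-quality control.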
Pin1 inh – inhibitors of human Pin1; Potency, µM (series often up to 115 µM), for the others: at the highest dose activity, negative = inhibition, most hits filed as inhibitors; actives 0.009% (n = 390,000); AID 504891; Pin1 FP peptide displacement, HiFluor488, 10 min; active = well fitted inhibition curve with a large enough effect in the polarisation, with a control signal flat, not every such curve was filed as active; inconclusive = small, poorly fitted or top-dose-only effect, or effect the other way, or a change in a side signal; inactive = no such curve, though single readings can be large or run the other way; the % refers to the polarisation; note: potency is the fitted concentration of half-maximal effect; % is set by controls: 0 for no effect and ±100 for the full control effect
HP1b chromo inh – inhibitors of HP1-beta chromodomain binding to methylated histone tails; P83916; AlphaScreen HP1-beta / biotin-H3K9me3 peptide binding; Potency, µM (doses to about 114 µM), without a hit: at the highest dose activity change, negative = inhibition, hits mostly inhibitors; actives 0.56% (n = 390,000); AID 540317; note: potency is the fitted concentration of half-maximal effect; nearly all actives have a fitted effect of over 70% in size; inactives centre near 23
Target sequence (P83916 whole entry, looked up): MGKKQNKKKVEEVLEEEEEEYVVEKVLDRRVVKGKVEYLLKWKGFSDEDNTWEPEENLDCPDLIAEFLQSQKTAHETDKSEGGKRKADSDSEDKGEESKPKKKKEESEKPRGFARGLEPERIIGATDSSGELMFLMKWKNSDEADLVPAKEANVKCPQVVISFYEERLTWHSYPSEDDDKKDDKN
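HP1-beta protein (50 nM final) preincubated 30 min at room temperature with biotinylated H3(1-18)K9me3 peptide (50 nM) in PBS pH 7.4, 0.01% Tween-20, then compound added for 30 min. AlphaScreen streptavidin donor/nickel chelate acceptor beads (10 ug/mL final), 30 min dark, luminescence read.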
Tb PGK inh – T. brucei PGK inhibition. actives 0.043% (n = 380,000). Potency, µM (series often up to 57.5 µM), without a hit: at the top dose activity change, negative = inhibition, actives largely listed as inhibitors. AID 602233. PGK/GAPDH coupled, Kinase-Glo luminescence, 60 min; note: potency is the fitted concentration of half-maximal effect; % is set by controls: 0 for no effect and ±100 for the full control effect; nearly all actives have a fitted effect of over 60% in size
Target sequence (P07378 whole entry, looked up): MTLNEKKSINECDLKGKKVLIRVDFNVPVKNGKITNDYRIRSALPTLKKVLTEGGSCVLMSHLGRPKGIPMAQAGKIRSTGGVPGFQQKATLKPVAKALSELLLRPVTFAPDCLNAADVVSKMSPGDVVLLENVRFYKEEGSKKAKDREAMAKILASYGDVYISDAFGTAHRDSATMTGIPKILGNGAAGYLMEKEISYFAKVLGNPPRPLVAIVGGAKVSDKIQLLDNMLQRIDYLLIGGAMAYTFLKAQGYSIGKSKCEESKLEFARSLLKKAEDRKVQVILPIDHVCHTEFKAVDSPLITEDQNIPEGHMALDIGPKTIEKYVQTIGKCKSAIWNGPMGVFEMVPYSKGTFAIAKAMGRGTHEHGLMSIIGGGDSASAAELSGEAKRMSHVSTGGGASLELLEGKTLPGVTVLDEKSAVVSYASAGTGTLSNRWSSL
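Luminescent ATP detection (Kinase-Glo Plus) follows a 60-minute room-temperature incubation, with wells lacking PGK as controls. Buffer: 100 mM TEA (pH 7.6), 5 mM MgCl2, 0.01% Tween-20. Coupling enzyme GAPDH (100 nM final) supplies unstable 1,3-BPG in-well.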
IDH1 R132H inh – human IDH1 R132H inhibition; AID 602179; Potency, µM (titrated, usually from 76.6 µM), for the others: at the top dose activity change, negative = inhibition, usual class: inhibitors; IDH1-R132H enzyme, NADPH consumption, diaphorase/resazurin fluorescence; actives 0.093% (n = 390,000); O75874; note: potency is the fitted concentration of half-maximal effect; % is set by controls: 0 for no effect and ±100 for the full control effect; nearly all actives have a fitted effect of over 65% in size
Target sequence (O75874 whole entry R132H, stated change not applied): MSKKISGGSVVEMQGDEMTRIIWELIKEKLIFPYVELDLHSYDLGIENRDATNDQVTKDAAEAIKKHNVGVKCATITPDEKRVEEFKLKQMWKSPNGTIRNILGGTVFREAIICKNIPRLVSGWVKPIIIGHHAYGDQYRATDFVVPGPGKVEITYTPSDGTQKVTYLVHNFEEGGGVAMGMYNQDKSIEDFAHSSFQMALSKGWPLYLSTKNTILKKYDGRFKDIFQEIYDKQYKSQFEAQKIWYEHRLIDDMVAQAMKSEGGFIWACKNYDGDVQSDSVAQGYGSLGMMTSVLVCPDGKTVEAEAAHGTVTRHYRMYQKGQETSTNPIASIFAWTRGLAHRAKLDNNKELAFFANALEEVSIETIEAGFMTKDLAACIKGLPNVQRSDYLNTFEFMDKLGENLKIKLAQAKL
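IDH1-R132H (0.5 ug/mL dispensed) in pH 7.5 Tris buffer was preincubated 30 min with compound, then given a substrate mix of 0.016 mM NADPH and 2 mM alpha-KG for 80 min at room temperature; remaining NADPH was read by diaphorase/resazurin fluorescence.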
* hit, by the source's call; i = inactive; ? = inconclusive; . = no result given; & = joins results of further samples; [ ] = dose if it differs, or a comment. Unless noted, calls come from the whole dose curve; as a rule, active = well fitted curve in the direction sought with a large enough effect; inconclusive = small, poorly fitted or top-dose-only effect, or another doubt; inactive = no such curve, though single readings can be large; an effect the other way counts as inactive or inconclusive. The list is partial; count on the stated rates, not on these rows.

GLS inh	TrxR1 substrate	molecule	USP1-UAF1 inh	rTrxR1 inhibitor	PI4K2A block	Pin1 inh	HP1b chromo inh	Tb PGK inh	IDH1 R132H inh
-2%	0%	CCN(CC)S(=O)(=O)c1ccc(OC)c(NC(=O)c2sc3ccccc3c2Cl)c1	-20%	15%	2	12%	35%	1%	6%
7%	4%	Cc1noc(C)c1COc1cccc(C(=O)NCc2cccc(Cl)c2)c1	-15%	24%	4	-1%	80%[activator]	-7%	1%
0%	30%	CCN1C(=O)c2cccc3c(S(=O)(=O)NC(Cc4ccccc4)C(=O)O)ccc1c23 (centres undefined)	-4%	?	-1	-14%	14%	-2%	11%
1%	9%	CCc1ccccc1N(C(=O)c1cccs1)C1C=CS(=O)(=O)C1 (centres undefined)	-16%	22%	-3	1%	2%	-7%[11.5 µM]	8%
11%	3%	CC(=NCCCNC1CCCCC1)C1=C(O)CC(C)(C)CC1=O	4%	11%	2	3%	53%[activator]	-4%	1%
22%	-1%	Cc1[nH]c2ccc(C(=O)N3CCN(c4ccc(F)cc4)CC3)cc2c1C	-12%	6%	2	?	-24%	8%	-9%
-12%	-1%	CN(CCOc1ccccc1)S(=O)(=O)c1ccc2oc3ccccc3c2c1	-23%	-8%	3	13%	89%[activator]	i	3%
5%	1%	CC(C)Nc1nc(NC(C)C)nc(N(C#N)CCOc2ccc(Cl)cc2Cl)n1	-22%	-6%	11	0%	19%	3%	2%
-1%	-3%	COc1ccccc1-c1csc(NC(=O)c2cc(-c3cccs3)nc3ccccc23)n1	-7%	-15%	-3	27%	29%	-6%	10%
2%	0%	Cc1ccc(C)c(N2CCN(CCCNC(=O)c3ccc4nc(N5CCCCC5)sc4c3)CC2)c1	?	9%	-2	2%	-11%	i	-4%
-16%	-4%	CCOc1ccc(N(CC(=O)Nc2ccccc2C(=O)NCc2ccco2)S(C)(=O)=O)cc1	-15%	11%	2	-2%	-10%	-7%	3%
8%	-8%	CCOC(=O)c1c(NC(=O)CSc2nnc(-c3cccc(C)c3)n2CC)sc(C(C)=O)c1C	-23%	15%[57.1 µM]	-1	?	5%	-3%	0%
-7%	-7%	CC(C)c1ccc(NC(=O)CN2C(=O)c3ccccc3S2(=O)=O)cc1	-12%	21%[0.457 µM]	-3	-3%	13%	-2%	5%
-2%&1%	1%&0%	COc1ccc(N(C)C(=O)CCS(=O)(=O)c2cccc3nsnc23)cc1	3%&-4%	-8%&-21%	-1&-4	-1%&1%	-3%&13%	-5%	7%&-1%
6%	0%	COc1ccc(NC(=O)C2CCN(S(=O)(=O)c3cccc4nonc34)CC2)c(OC)c1	-11%	?	1	2%	-7%	i	-3%
-3%	0%	COc1ccc(-c2cc(=O)n(CCC#N)[nH]2)cc1	-21%	1%	-11	-10%	21%	-4%	0%
9%	-1%[57.1 µM]	COCCn1c(SCCOc2ccccc2)nc2ccccc2c1=O	-12%	17%[57.1 µM]	7	-1%	116%[activator]	-4%	23%
-6%	-1%	CN(C(=O)CN1C(=O)NC2(CCCc3ccccc32)C1=O)C1CCCCC1 (centres undefined)	-23%	2%	-5	1%	46%[activator]	i	3%
-14%	0%[57.1 µM]	CC1CCn2c(nc3cc(C(=O)NCc4ccccc4)ccc32)C1 (centres undefined)	-2%	17%[57.1 µM]	-2	0%	29%[57 µM]	8%	-13%
-2%	4%[57.1 µM]	O=C(O)CN1C(=O)C(=O)N(Cc2ccccc2F)C1=O	-23%	8%[2.29 µM]	-1	-3%	40%[activator]	3%	-7%
-9%	12%[57.1 µM]	COCCCNCCOc1ccc(C(C)(C)c2ccccc2)cc1	-3%	2%[57.1 µM]	0	-1%	9%	-2%	6%
-3%	-5%	CCOC(=O)CN(C(=O)CCC(=O)Nc1cc(C)on1)C(C(=O)NC1CCCC1)c1cccnc1 (centres undefined)	-8%	-1%	0	-2%	65%[activator]	i	5%
0%	2%	O=C(NCc1ccccn1)c1ccccc1OCc1ccc(Cl)cc1Cl	-6%	27%	3	-2%	51%[activator]	-3%	1%
0%	-16%	Cc1ccc(CC(=O)N/N=C/c2ccc(OC(=O)c3ccc([N+](=O)[O-])cc3)cc2)cc1	-6%	-10%	1	0%	33%[activator]	-3%	-8%
-6%	12%	CC(=O)N1CCN(C(=O)c2ccc(C(=O)c3ccccc3)cc2)CC1	-16%	22%	0	-5%	60%[activator]	.	8%
2%	-12%	O=C(COC(=O)c1ccc(F)c(S(=O)(=O)N2CCOCC2)c1)NCc1ccc(F)cc1	-11%	17%[57.1 µM]	-1	0%	26%	7%	10%
-14%	1%[57.1 µM]	CC(=O)c1ccc(-c2nnc(CCC(=O)N(C)Cc3cccc4cnccc34)o2)s1	-18%	20%[57.1 µM]	-3	-3%	34%	-5%	-4%
?	-3%	COc1ccccc1Oc1nc2c(c(=O)n(Cc3ccccc3F)c(=O)n2C)n1C	-14%	5%	1	3%	10%	i	3%
.	-10%	O=C(NCc1ccccc1)[C@]1(C(F)(F)F)C[C@H](CCCO)CCCO1	.	-18%	.	2%	21%	.	.
3%	-2%	COCCCN(Cc1cccs1)S(=O)(=O)c1csc(C(N)=O)c1	-8%	19%	7	-1%	11%[57 µM]	-7%	3%
-2%	-2%	O=C(NCCOc1ccc(Cl)cc1)C1CC(=O)N(c2ccc3c(c2)OCCO3)C1 (centres undefined)	-9%	17%	-1	-2%	23%	8%	-12%
-3%	9%	NC(=O)C1CCN(c2ccc(S(=O)(=O)N3CCC(Cc4ccccc4)CC3)cn2)CC1	-26%	13%[57.1 µM]	4	2%	42%[activator]	5%	10%
0%	11%[57.1 µM]	Cc1ccc(N2CC(C(=O)Nc3ccc(S(=O)(=O)Nc4ncccn4)cc3)CC2=O)cc1C (centres undefined)	-9%	22%[57.1 µM]	-3	-4%	4%	-3%	3%
1%	-19%[57.1 µM]	CCCCCCN1C(=O)C(O)=C(C(C)=O)C1c1ccccc1[N+](=O)[O-] (centres undefined)	-12%	11%[57.1 µM]	-6	1%	15%	0%	5%
10%	5%[57.1 µM]	CCOc1ccc(C2CC(=O)NC3=C2C(=O)CCC3)cc1Cl (centres undefined)	-16%	-18%	6	2%	36%	-2%	8%
1%	-6%	CC1(C)Cc2c(sc(NC(=O)/C=C/C(=O)O)c2C#N)CO1	-23%	-23%	-6	28%	40%	-7%	1%
9%	5%[57.1 µM]	CCn1nnnc1SCC(=O)N1c2ccccc2Sc2ccccc21	-12%	0%[57.1 µM]	-7	7%	9%	-6%	5%
20%	4%	Cc1ccc(CNC(=O)c2ccc3c(c2)NC(=O)C(N2CCOCC2)S3)cc1 (centres undefined)	-11%	26%	-3	26%	12%	-1%	4%
4%	-13%	Cc1ccccc1Nc1nc(-c2sc(NC(=O)c3ccco3)nc2C)cs1	-18%	-12%	-5	32%[activator]	-18%	-7%	-5%
-9%	-6%	O=C(N/N=C/c1ccccn1)c1cc([N+](=O)[O-])cc([N+](=O)[O-])c1	-12%	31%	3	-3%	20%	i	2%
-1%	7%[57.1 µM]	CCn1c(CCCNC(=O)c2ccco2)nc2ccccc21	-7%	26%[57.1 µM]	2	0%	7%	9%	4%
17%	-11%	CN(C)c1ccc(C(=O)Nc2ccc(CN3CCS(=O)(=O)CC3)cc2)cc1	3%	-2%	-1	3%	22%	-3%	-4%
-9%	5%	O=C(CS(=O)c1cccc(Cl)c1)Nc1ccccc1Cl (centres undefined)	-19%	17%	0	2%	6%	-2%	4%

Complete entries from above. Screens in order: GLS inh | TrxR1 substrate | USP1-UAF1 inh | rTrxR1 inhibitor | PI4K2A block | Pin1 inh | HP1b chromo inh | Tb PGK inh | IDH1 R132H inh
Results for CC(C)Nc1nc(NC(C)C)nc(N(C#N)CCOc2ccc(Cl)cc2Cl)n1 → 5% | 1% | -22% | -6% | 11 | 0% | 19% | 3% | 2%
Results for O=C(COC(=O)c1ccc(F)c(S(=O)(=O)N2CCOCC2)c1)NCc1ccc(F)cc1 → 2% | -12% | -11% | 17%[57.1 µM] | -1 | 0% | 26% | 7% | 10%
Results for CC1(C)Cc2c(sc(NC(=O)/C=C/C(=O)O)c2C#N)CO1 → 1% | -6% | -23% | -23% | -6 | 28% | 40% | -7% | 1%
Results for COCCCN(Cc1cccs1)S(=O)(=O)c1csc(C(N)=O)c1 → 3% | -2% | -8% | 19% | 7 | -1% | 11%[57 µM] | -7% | 3%
Results for CN(C)c1ccc(C(=O)Nc2ccc(CN3CCS(=O)(=O)CC3)cc2)cc1 → 17% | -11% | 3% | -2% | -1 | 3% | 22% | -3% | -4%

No new results follow: entries from further up.
GLS inh	TrxR1 substrate	molecule	USP1-UAF1 inh	rTrxR1 inhibitor	PI4K2A block	Pin1 inh	HP1b chromo inh	Tb PGK inh	IDH1 R132H inh
20%	4%	Cc1ccc(CNC(=O)c2ccc3c(c2)NC(=O)C(N2CCOCC2)S3)cc1 (centres undefined)	-11%	26%	-3	26%	12%	-1%	4%
4%	-13%	Cc1ccccc1Nc1nc(-c2sc(NC(=O)c3ccco3)nc2C)cs1	-18%	-12%	-5	32%[activator]	-18%	-7%	-5%

Screening results from PubChem BioAssay.
